Screening data (PubChem)
GPR7 antagonist = antagonists of human GPR7 (neuropeptides B/W receptor 1); GPR7-expressing cells, fluorescence antagonist assay; P48145; inhibition, % at 4.4 µM; AID 1861; 290,000 compounds, 1.1% hits; in the data active = inhibition above about 16%, passing the limit was not always enough;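 note: cells stimulated with the agonist NPW; 0% = agonist with vehicle and 100% = vehicle without agonist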
VIM-2 inh = blocks Pseudomonas aeruginosa VIM-2 metallo-beta-lactamase; 290,000 compounds, 0.89% hits; purified VIM-2, nitrocefin hydrolysis, epi-absorbance fluorescence; AID 1527; inhibition, % at 5.6 µM;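 active = inhibition above the mean of all tested compounds plus 3 SD, cutoff set per screening run, cut at about 7.5% in these data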;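 note: red hydrolysis product quenches plate fluorescence so inhibitors raise well fluorescence; 0% = enzyme with DMSO and 100% = DMSO without enzyme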
pCIP destab = p/CIP protein destabilization; Q05BA5; F442A p/CIP-EGFP cells, EGFP fluorescence, 16 h; 290,000 compounds, 0.01% hits; decrease of EGFP signal, % at 10 µM;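 active = EGFP signal decrease of at least 30% at 10 µM or well 3 SD below plate mean, unless failing retest; inactive = the rest, including hits failing retest or dose response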; note: some compounds called inactive have numbers as strong as hits; many of its hits are not listed in these tables
PfM18AAP inh = PfM18AAP enzyme inhibition; inhibition, % at 7.35 µM; AID 1822; 290,000 compounds, 1.2% hits; recombinant PfM18AAP, H-Glu-NHMec fluorogenic cleavage;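 active = inhibition above the campaign mean inhibition over all tested compounds plus 3 SD, cut at about 28% in these data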;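 note: 0% = plate median of test compound wells and 100% = 2 mM ZnCl2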
IDE cell inh = cellular human IDE inhibition | HEK cells, FAbetaB cleavage, fluorescence polarization | inhibition, % at 5.59 µM | 320,000 compounds, 0.41% hits | AID 434962;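 active = percent inhibition above the average of all tested compounds plus 3 SD, set per screening campaign, cut at about 16% in these data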;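 note: IDE supplied by intact live HEK cells; FP after avidin binding of uncleaved biotin substrate so inhibition keeps polarization high; 0% = DMSO wells and 100% = 60 µM reference IDE inhibitor Ii1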
Target sequence (P14735 whole entry, looked up): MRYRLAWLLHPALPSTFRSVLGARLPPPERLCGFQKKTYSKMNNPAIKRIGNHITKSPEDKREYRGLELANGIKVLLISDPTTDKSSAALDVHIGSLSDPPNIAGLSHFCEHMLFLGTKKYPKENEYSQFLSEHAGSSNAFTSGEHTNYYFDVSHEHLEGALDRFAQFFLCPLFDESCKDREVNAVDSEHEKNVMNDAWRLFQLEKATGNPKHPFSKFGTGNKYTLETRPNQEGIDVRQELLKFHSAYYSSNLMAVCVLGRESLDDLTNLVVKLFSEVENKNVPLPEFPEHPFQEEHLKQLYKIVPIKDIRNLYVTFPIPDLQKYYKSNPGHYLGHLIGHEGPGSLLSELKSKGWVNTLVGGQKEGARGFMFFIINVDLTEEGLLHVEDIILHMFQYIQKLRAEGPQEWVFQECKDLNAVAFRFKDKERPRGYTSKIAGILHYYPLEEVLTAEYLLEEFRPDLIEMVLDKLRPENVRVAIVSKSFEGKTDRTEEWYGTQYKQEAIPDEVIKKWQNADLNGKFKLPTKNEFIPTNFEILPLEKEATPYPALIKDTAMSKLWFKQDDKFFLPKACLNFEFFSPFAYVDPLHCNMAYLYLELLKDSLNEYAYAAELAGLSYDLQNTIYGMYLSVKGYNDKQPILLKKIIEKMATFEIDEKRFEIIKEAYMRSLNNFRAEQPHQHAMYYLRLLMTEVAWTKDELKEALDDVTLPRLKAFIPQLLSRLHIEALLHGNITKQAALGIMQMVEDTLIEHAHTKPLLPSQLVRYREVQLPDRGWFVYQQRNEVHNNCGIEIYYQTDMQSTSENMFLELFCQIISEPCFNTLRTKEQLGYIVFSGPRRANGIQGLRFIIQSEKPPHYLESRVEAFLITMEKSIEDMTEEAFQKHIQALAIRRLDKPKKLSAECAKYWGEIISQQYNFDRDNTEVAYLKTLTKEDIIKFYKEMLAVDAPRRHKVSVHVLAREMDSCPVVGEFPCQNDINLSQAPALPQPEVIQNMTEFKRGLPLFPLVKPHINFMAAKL
IMP-1 inh = inhibitors of Pseudomonas aeruginosa IMP-1 metallo-beta-lactamase; purified IMP-1, nitrocefin hydrolysis, epi-absorbance fluorescence; inhibition, % at 5.6 µM; 290,000 compounds, 0.45% hits;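 active = inhibition above the mean plus 3 SD of all compounds in the same screening run, cut at about 4.5% in these data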;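 note: 0% = IMP-1 with DMSO and 100% = DMSO wells lacking enzyme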
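System: Purified recombinant IMP-1 metallo-beta-lactamase enzyme | Measured by: Fluorescence quenching readout, ex 480/em 530 nm | Replication: Singlicate | Incubation: 15 min preincubation plus 25 min reaction at 25 °C | Evaluation: Percent inhibition from optical density relative to buffer-blank wells | Benchmarks: DMSO with and without IMP-1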
PHOSPHO1 block = inhibitors of human PHOSPHO1 phosphatase; inhibition, % at 13.3 µM; AID 1565; Q8TCT1; recombinant PHOSPHO1, absorbance phosphatase assay; 290,000 compounds, 1.1% hits; in the data active = inhibition above about 60%
IDE act = boosts human insulin-degrading enzyme activity in HEK cells. FAbeta-B cleavage, fluorescence polarization; 0% vehicle, 100% cell-free pure enzyme wells. activation, % at 5.96 µM. 340,000 compounds, 0.073% hits;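 active = activation above the mean of all tested compounds plus 3 SD, set per screening campaign, cut at about 17% in these data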
NALP1 yeast inh = inhibitors of NALP1 inflammasome in yeast. 280,000 compounds, 0.61% hits. inhibition, % at 10 µM. S. cerevisiae NALP1/ASC/caspase-1 growth, X-gal OD620, 72 h; in the data active = inhibition mostly above about 24%, no sharp cut-off; inactive = mostly below about 32%; note: some compounds called inactive have numbers as strong as hits
* = called active by the depositor; . = no result given.

SMILES	GPR7 antagonist	VIM-2 inh	pCIP destab	PfM18AAP inh	IDE cell inh	IMP-1 inh	PHOSPHO1 block	IDE act	NALP1 yeast inh
COc1ccc(Cn2c(=O)c3cccnc3n(Cc3ccc([N+](=O)[O-])cc3)c2=O)cc1	-2	-1.5	4	-2	5	0.8	-45	0	32*
Cc1onc(-c2ccccc2)c1C(=O)NNC(=S)NC(=O)c1ccc(F)cc1	-5	-3.2	0	38*	-2	-1.0	-4	1	-21
N#CCNC1CC(=O)N(c2ccc(F)cc2)C1=O (stereo not drawn)	-5	-2.9	5	-2	0	-1.9	8	4	-6
CCN(CC)CCCN1C(=O)C2C(C(=O)Nc3ccc(C(C)C)cc3)C3C=CC2(O3)C1C(=O)NC1CCCCC1 (stereo not drawn)	-5	0.4	-9	-1	-2	-1.1	18	1	11
CC12CCC(C(=O)NCc3ccccc3Cl)(CC1=O)C2(C)C (stereo not drawn)	1	-3.0	-6	2	5	-3.9	39	0	9
COc1ccc(-c2noc(CCC(=O)NCCN(C)Cc3ccccc3)n2)cc1	-4	-0.2	-4	2	2	-2.7	12	0	15
COc1cccc(C(=O)CN2CCN(S(=O)(=O)c3ccc(Br)cc3)CC2)c1	20	2.2	5	-2	-2	-0.9	40	1	19
CCOc1ccc(NC(=O)C/C(C)=N/NC(=O)Cc2cccs2)cc1	-20	-1.3	6	2	0	-1.2	37	2	4
O=C(NC1CCCC1)C1CCN(S(=O)(=O)c2cccc3cccnc23)CC1	-9	-1.0	0	-4	0	0.5	58	-2	-1
COc1ccccc1C(=O)NC1CC(C)(C)NC(C)(C)C1	-19	-1.1	-7	-2	-4	-0.8	30	5	12

Compound profiles (already shown):
Record of `Cc1onc(-c2ccccc2)c1C(=O)NNC(=S)NC(=O)c1ccc(F)cc1` → GPR7 antagonist: -5; VIM-2 inh: -3.2; pCIP destab: 0; PfM18AAP inh: 38*; IDE cell inh: -2; IMP-1 inh: -1.0; PHOSPHO1 block: -4; IDE act: 1; NALP1 yeast inh: -21
Record of `CCN(CC)CCCN1C(=O)C2C(C(=O)Nc3ccc(C(C)C)cc3)C3C=CC2(O3)C1C(=O)NC1CCCCC1` (stereo not drawn) → GPR7 antagonist: -5; VIM-2 inh: 0.4; pCIP destab: -9; PfM18AAP inh: -1; IDE cell inh: -2; IMP-1 inh: -1.1; PHOSPHO1 block: 18; IDE act: 1; NALP1 yeast inh: 11

Other records.
SMILES	GPR7 antagonist	VIM-2 inh	pCIP destab	PfM18AAP inh	IDE cell inh	IMP-1 inh	PHOSPHO1 block	IDE act	NALP1 yeast inh
O=C(Nc1nccs1)C1CC(=O)N(CCc2ccc(F)cc2)C1 (stereo not drawn)	-1	-1.5	-15	-1	-3	-3.0	19	3	7
CC1Sc2ccc(S(=O)(=O)CCC(=O)Nc3ccccn3)cc2NC1=O (stereo not drawn)	-1	-2.0	-30	29*	3	-1.4	14	-4	-16
CCOC(=O)C1CCN(S(=O)(=O)c2cc(Cl)c(C)cc2OC)CC1	-2	-2.0	-8	-1	1	-3.5	10	2	7
O=[N+]([O-])c1cccc(CN2CCN(c3cccc4[nH]ccc34)CC2)c1	7	-0.4	-6	0	-3	-1.3	.	1	2
Cc1cc(C)cc(Oc2ccc(N)cc2)c1	-11	-1.4	-8	-1	-3	-2.0	39	1	32
Cc1ccc(C)c(SCC(=O)c2ccc[nH]2)c1	-5	-2.8	4	0	6	-1.5	32	2	15
CC(=O)Oc1cccc(N2C(=O)c3ccc(C(=O)O)cc3C2=O)c1	-4	-0.8	-1	-4	3	-2.0	9	-2	-22
CCN1CCN(Cc2ccc(NC(=O)c3cc(NC(=O)c4cc(C)on4)cc(OC)c3)cc2C(F)(F)F)CC1	18	0.6	8	0	4	0.3	4	1	18
O=C(COC(=O)c1cc(=O)[nH]c2ccccc12)Nc1nc(-c2ccccc2)cs1	-12	-3.3	11	-1	3	-1.9	21	-1	-2
Cn1c(=O)c2cc(S(=O)(=O)Nc3cc(C(=O)O)cc(C(=O)O)c3)ccc2n(C)c1=O	-8	-2.1	-8	3	-1	-2.7	-7	12	2
COC(=O)CNC(=O)C1(C)C=CCN1C(=O)c1ccccc1 (stereo not drawn)	0	-1.4	2	1	-2	0.1	4	2	25
O=C(COC(=O)/C=C/c1ccc(S(=O)(=O)N2CCOCC2)cc1)NCc1ccc2c(c1)OCO2	-2	-1.9	-1	1	-3	-3.3	12	9	-15
Cc1ccc(-n2c3nc(=O)n(C)c(=O)c-3cc3ccccc32)cc1	-4	1.6	-4	6	-1	0.0	15	.	.
CCCOc1ccc(C(C)=O)cc1CC(C(=O)OCC)C(=O)OCC	8	-0.9	-9	1	-2	-0.9	33	2	-2
Cc1ccc2c(c1)C(c1ccc(F)cc1)N(C(=O)c1ccccc1Br)CC(=O)N2 (stereo not drawn)	-9	3.1	4	-5	1	-2.3	31	-1	0
CCOC(=O)N1CCN(C(=O)CNC(=O)c2nn(-c3ccc(OC)cc3)c(=O)c3ccccc23)CC1	-8	-2.3	0	2	-1	-1.6	-4	2	41
CNC(=O)n1cc(C)c(-c2cccs2)n1	-17	1.3	5	-8	1	0.2	7	.	11
O=C(c1ccc(F)cc1)N(Cc1ccccc1)C1CCS(=O)(=O)C1 (stereo not drawn)	3	1.1	2	-15	8	-1.6	25	3	12
COc1cc(OC)c(-c2nc(-c3ccncc3)no2)cc1OC	-17	5.8	0	0	1	-3.9	40	4	9
N[C@@H](Cc1ccccc1)C(=O)N1CCC(C(=O)N[C@@H](Cc2c[nH]c3ccccc23)C(=O)O)CC1	-6	-3.4	3	-2	2	-1.4	26	5	7

Five records picked at random from those above, as already listed:
SMILES	GPR7 antagonist	VIM-2 inh	pCIP destab	PfM18AAP inh	IDE cell inh	IMP-1 inh	PHOSPHO1 block	IDE act	NALP1 yeast inh
O=C(COC(=O)/C=C/c1ccc(S(=O)(=O)N2CCOCC2)cc1)NCc1ccc2c(c1)OCO2	-2	-1.9	-1	1	-3	-3.3	12	9	-15
N[C@@H](Cc1ccccc1)C(=O)N1CCC(C(=O)N[C@@H](Cc2c[nH]c3ccccc23)C(=O)O)CC1	-6	-3.4	3	-2	2	-1.4	26	5	7
COc1cc(OC)c(-c2nc(-c3ccncc3)no2)cc1OC	-17	5.8	0	0	1	-3.9	40	4	9
CCOC(=O)N1CCN(C(=O)CNC(=O)c2nn(-c3ccc(OC)cc3)c(=O)c3ccccc23)CC1	-8	-2.3	0	2	-1	-1.6	-4	2	41
O=C(c1ccc(F)cc1)N(Cc1ccccc1)C1CCS(=O)(=O)C1 (stereo not drawn)	3	1.1	2	-15	8	-1.6	25	3	12

(list continues)
SMILES	GPR7 antagonist	VIM-2 inh	pCIP destab	PfM18AAP inh	IDE cell inh	IMP-1 inh	PHOSPHO1 block	IDE act	NALP1 yeast inh
COc1ccc(NC(=O)c2cccs2)cc1NC(=O)c1ccco1	-3	-1.3	2	5	9	-1.2	9	1	2
CSc1ccccc1NC(=S)N/N=C/c1cccn1Cc1ccc(F)cc1	-3	-2.5	-7	3	2	-1.4	9	-5	-8
CCCOC(=O)c1[nH]c2c(c1C)C(=O)CC(c1ccc(OC)c(OC)c1)C2 (stereo not drawn)	-2	-1.3	-1	6	0	-1.8	-5	5	19
COc1ccc(C(=O)O/N=C(\N)c2ccc(OC)c(OC)c2)c(OC)c1	-7	-3.5	-12	3	-14	-3.8	33	3	7
COc1ccccc1C1C(C#N)=C(N)Oc2cc(C)n(CCCn3ccnc3)c(=O)c21 (stereo not drawn)	-14	0.0	1	12	2	-2.7	25	2	12
Cc1ccc(SC[C@H](Cc2ccccc2)N2CC[C@@H](C)CCC2=O)cc1	21	-1.3	-10	3	5	-2.7	-2	-1	11
Cc1cc(C(=O)OCC(=O)NC(C)C)c(C)o1	1	-2.2	-6	6	3	-3.1	0	1	-3
CCOC(=O)Cc1[nH]nc2c1C(c1ccoc1)C(C#N)=C(N)O2 (stereo not drawn)	1	-2.0	-8	7	12	-1.7	-10	-1	25
CCCCNC(=O)N(O)C1N(/N=C/c2ccccc2F)C(=S)SC1(C)C (stereo not drawn)	-2	-3.3	-10	10	-1	-3.7	29	-1	1
O=C(CSc1nnnn1-c1ccccc1)NC(=O)NCc1ccco1	0	-3.9	-1	2	3	-2.6	34	5	19

Single entries from the entries so far:
VIM-2 inh result of CSc1ccccc1NC(=S)N/N=C/c1cccn1Cc1ccc(F)cc1 : -2.5
IMP-1 inh result of COc1ccc(C(=O)O/N=C(\N)c2ccc(OC)c(OC)c2)c(OC)c1 : -3.8
NALP1 yeast inh result of CCCOC(=O)c1[nH]c2c(c1C)C(=O)CC(c1ccc(OC)c(OC)c1)C2 (stereo not drawn) : 19

Going on with the list.
SMILES	GPR7 antagonist	VIM-2 inh	pCIP destab	PfM18AAP inh	IDE cell inh	IMP-1 inh	PHOSPHO1 block	IDE act	NALP1 yeast inh
CC(C)C(NS(=O)(=O)c1ccccc1)C(=O)N1CCCC1 (stereo not drawn)	-1	3.3	0	0	4	-0.3	5	-3	2
COCc1ccc(C(=O)N(C)CC2CCCN(CCc3ccc(Cl)cc3)C2)o1 (stereo not drawn)	-1	-3.5	6	8	3	-2.0	53	5	4
S=C(Nc1cc(Cl)cc(Cl)c1)NC1CCN(Cc2ccccc2)CC1	13	-2.3	3	-3	.	-0.6	11	2	10
COc1cccc(/C=N/NC(=O)C(=O)N2CCCC2)c1O	-7	-3.0	-20	9	-2	-4.2	18	1	-11

Sorted by the number under pCIP destab (highest first): some entries from above.
SMILES	GPR7 antagonist	VIM-2 inh	pCIP destab	PfM18AAP inh	IDE cell inh	IMP-1 inh	PHOSPHO1 block	IDE act	NALP1 yeast inh
COCc1ccc(C(=O)N(C)CC2CCCN(CCc3ccc(Cl)cc3)C2)o1 (stereo not drawn)	-1	-3.5	6	8	3	-2.0	53	5	4
S=C(Nc1cc(Cl)cc(Cl)c1)NC1CCN(Cc2ccccc2)CC1	13	-2.3	3	-3	.	-0.6	11	2	10
CC(C)C(NS(=O)(=O)c1ccccc1)C(=O)N1CCCC1 (stereo not drawn)	-1	3.3	0	0	4	-0.3	5	-3	2
COc1cccc(/C=N/NC(=O)C(=O)N2CCCC2)c1O	-7	-3.0	-20	9	-2	-4.2	18	1	-11
